High-throughput results deposited in PubChem by National Center for Advancing Translational Sciences (NCATS).
Menin-MLL TR inh = displaces Texas Red mutant MLL peptide from human menin; actives 0.23% (n = 270,000); Menin + Texas Red MLL mutant peptide, fluorescence polarization; AID 1768; Potency, µM (highest dose often 61.6 µM), for the others: at the highest dose FP activity change, negative = inhibition, hits mostly inhibitors; O00255; active means well fitted inhibition curve with a large enough effect in the polarisation, with a control signal flat, not every such curve was filed as active; inconclusive means small, poorly fitted or top-dose-only effect, or effect the other way, or a change in a side signal; inactive means no such curve, though single readings can be large or run the other way; the % refers to the polarisation; further: % of control where 0% means no effect; many of its hits are not listed in these tables
Target sequence (O00255 whole entry, looked up): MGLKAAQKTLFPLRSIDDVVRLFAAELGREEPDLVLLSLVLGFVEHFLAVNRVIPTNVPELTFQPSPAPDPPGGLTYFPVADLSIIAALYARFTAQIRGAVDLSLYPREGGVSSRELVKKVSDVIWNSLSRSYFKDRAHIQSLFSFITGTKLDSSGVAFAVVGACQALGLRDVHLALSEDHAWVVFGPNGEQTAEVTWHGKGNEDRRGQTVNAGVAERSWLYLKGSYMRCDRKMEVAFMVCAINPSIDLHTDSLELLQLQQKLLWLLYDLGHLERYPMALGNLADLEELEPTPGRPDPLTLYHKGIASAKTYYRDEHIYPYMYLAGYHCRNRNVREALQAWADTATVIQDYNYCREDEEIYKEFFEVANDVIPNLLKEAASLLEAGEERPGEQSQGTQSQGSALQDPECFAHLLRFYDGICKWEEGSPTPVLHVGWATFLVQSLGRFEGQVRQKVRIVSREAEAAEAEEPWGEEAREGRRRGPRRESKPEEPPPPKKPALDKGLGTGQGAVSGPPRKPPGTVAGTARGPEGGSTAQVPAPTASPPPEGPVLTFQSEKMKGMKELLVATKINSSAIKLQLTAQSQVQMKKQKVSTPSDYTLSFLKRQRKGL
* = called active by the depositor; ? = inconclusive; & = joins results of further samples; [ ] = another dose, or the depositor's remark. Potency means the concentration at half of the fitted maximal effect. These rows are one share of the data (hit frequency here may not be typical).

SMILES | Menin-MLL TR inh
Cc1ncc2c(c1O)COP(=O)(O)OC2 | -9%[24.8 µM]
COc1cccc(Nc2ncc3nc(-c4ccc(F)cc4)c(=O)n(C)c3n2)c1 | ?
CN(Cc1ccco1)c1ncnc2ccc(-c3cccc(NS(C)(=O)=O)c3)cc12 | -3%
CC1=NN(c2ccc([N+](=O)[O-])cc2)C(=O)C1[N+](=O)[O-] (stereo not drawn) | ?
COc1ccc(NC(=O)N2CCC3(CC2)CCN(C(=O)c2cc(C(F)(F)F)cc(C(F)(F)F)c2)CC3)cc1 | 4%
O=S(=O)(NCCCCCCc1ccccc1)c1cccc2c(Cl)cccc12 | 15%[24.8 µM]
Cc1ccccc1-c1cncnc1NCc1cccnc1 | -16%
CCCn1c(C)nc2c(Nc3ccccc3)nc(C)nc21 | 2%
O=C1[C@H]2[C@H]3[C@H](O)[C@H](O)C/C(=N/OCc4ccccc4)[C@H]3CC[C@@H]2C(=O)N1C[C@@H]1CCCO1 | 1%[11.7 µM]
CCCC1(C(=O)OC)C=C2C(=C(C)C(=O)C2C)CN1 (stereo not drawn) | ?
COc1cccc(Cn2c(=O)c(-c3ccc(Cl)cc3)nc3cnc(N(C)C)nc32)c1 | 10%
O=C1[C@@H]2[C@H]3[C@H](O)[C@H](O)C/C(=N/OCc4ccccc4)[C@@H]3CC[C@H]2C(=O)N1c1ccc(F)cc1F | -9%[11.7 µM]
CC(=O)OC[C@H]1O[C@@H](CCO/N=C2/[C@H]3O[C@@H]3[C@@H](O)[C@H]3[C@H]2CCn2c(=O)n(-c4ccccc4)c(=O)n23)C=C[C@@H]1OC(C)=O | 0%[11.7 µM]
CC(=O)N1CC[C@H]2CC(=O)CC[C@@]21C | 21%[138 µM]
C=CC(=O)N1C(=O)c2ccccc2S1(=O)=O | -6%
CCC1Cc2cc(O)ccc2C2=C1c1ccc(O)cc1CC2CC (stereo not drawn) | ?
C=C(C)C(=O)OCCOCC | -8%
CN(C)c1ccc(-c2cc(-n3ccnc3)ncn2)cc1 | 12%
COc1ccc(-c2ccc(-c3cc(=O)oc4cc(C)cc(C)c34)cc2)cc1 | 0%[94.6 µM]
COC(C)C(C(=O)OCC1=CCN2CC[C@H](O)[C@@H]12)C(C)C (stereo partly drawn) | 0%

Reprinted at random: two records from the list
SMILES | Menin-MLL TR inh
CCCC1(C(=O)OC)C=C2C(=C(C)C(=O)C2C)CN1 (stereo not drawn) | ?
CCCn1c(C)nc2c(Nc3ccccc3)nc(C)nc21 | 2%

New compounds follow
SMILES | Menin-MLL TR inh
CCCCCCC1=Cc2cc(OC)c(OC)cc2C(C2(C(=O)OCC)CCCC2=O)O1 (stereo not drawn) | 7%[11.7 µM]
COc1ccccc1-c1nccc(NCc2cccc(C)c2)n1 | -3%
CC(C)NC(=O)N1CCC2(CC1)CCN(S(=O)(=O)c1ccccc1)CC2 | -20%
CCC(=O)CC | 9%
CCCCNc1nc(C)nc2c1nc(-c1ccccc1)n2CC1CCCN1CC (stereo not drawn) | -12%
COC(=O)C1CC1[C@H](NC(=O)c1cccnc1)c1ccccc1 (stereo partly drawn) | -13%
CC(C)=CCC[C@](C)(O)C1CC[C@]2(C)[C@@H]1CC[C@@H]1[C@@]3(C)CCC(=O)C(C)(C)[C@@H]3CC[C@]12C (stereo partly drawn) | -22%
CC[C@H](C)[C@H](NC(=O)[C@H](CC(C)C)NC(=O)[C@H](CO)NC(=O)[C@H](CCC(=O)O)NC(=O)[C@H](CC(C)C)NC(=O)[C@H](Cc1ccc(O)cc1)NC(=O)[C@H](CCCCN)NC(=O)[C@H](CCCCN)NC(=O)[C@H](C)NC(=O)[C@H](CO)NC(=O)[C@H](CC(C)C)NC(=O)[C@H](CCC(N)=O)NC(=O)CNC(=O)[C@H](CC(C)C)NC(=O)[C@H](CC(C)C)NC(=O)[C@H](CCCNC(=N)N)NC(=O)[C@H](CO)NC(=O)[C@H](Cc1ccccc1)NC(=O)[C@H](CC(=O)O)NC(=O)[C@H](CO)NC(=O)[C@@H](NC(=O)[C@H](Cc1ccccc1)NC(=O)[C@@H](NC(=O)CNC(=O)[C@H](CC(=O)O)NC(=O)[C@H](C)NC(=O)[C@@H](N)Cc1cnc[nH]1)C(C)C)[C@@H](C)O)C(N)=O | 0%
CC(C)C[C@@H](CC(=O)N[C@H](CC(=O)N[C@@H]1CCNC[C@H]1C(=O)N[C@H](CC(=O)N[C@@H](CCC(=O)O)CC(=O)O)Cc1ccccc1)C(C)C)NC(=O)[C@@H]1CNCC[C@H]1N | -1%
OCC1OC(c2ccccc2)C=CC1Oc1cc(Cl)cc(Cl)c1 (stereo not drawn) | 7%[11.7 µM]
Cc1ccc(S(=O)(=O)N[C@@H]2COC(=O)C/C=C\[C@H](C)COC(=O)N[C@@H](C)C(=O)C/C=C\[C@H]2C)cc1 | -8%[11.7 µM]
CSCC[C@H](NC(=O)[C@H](CC(C)C)N(C)C(=O)[C@@H]1CCCN1C(=O)[C@H](Cc1ccccc1)NC(=O)[C@H](Cc1ccccc1)NC(=O)CCC(C)N)C(=O)O (stereo partly drawn) | 3%
CC(C)(N=NC(C)(C)C(=N)N)C(=N)N | -1%
Cc1cccc(CNc2ccnc(-c3cccc(C#N)c3)n2)c1 | 22%
CO[C@@H]1c2cc(F)ccc2/C(=C\CCOC(=O)C/C=C/c2ccccc2)[C@H]1C | 0%
COC(=O)[C@H](COC(C)(C)C)NC(=O)O[C@@H]1C(=O)c2cc(OC)ccc2O[C@H]1c1ccc(OC)c(Br)c1 | -9%
COCC(=O)N1CCC2(CCN(Cc3ccccc3OC)CC2)CC1 | -1%
N#Cc1ccc(CN2CC3(CCN(C(=O)c4csnn4)CC3)C2)cc1 | 0%
O=c1c(-c2ccc(F)cc2)nc2cncnc2n1Cc1ccccc1 | -5%
COc1cc2c(cc1OC)C1(O)C(=O)c3ccc(O)c(C(=O)O)c3OC1CO2 (stereo not drawn) | -3%
c1cncc(-c2cc(-n3ccnc3)ncn2)c1 | -7%
CCNc1ncc2nc(-c3cn(C)c4ccccc34)c(=O)n(-c3ccccc3)c2n1 | -13%
COc1c(O)c2c(=O)cc(OC)c3c4c(OC)cc(=O)c5c(O)c(OC)c6c(c(c1C[C@@](C)(O)[C@H]6C(C)=O)c23)c54 | ?
Cn1c(=O)c(-c2ccc(Cl)cc2)nc2cnc(Oc3ccccc3)nc21 | ?
C[C@@H]1CC[C@H]2C(=O)N3[C@@H](CC[C@@H](C)[C@@H]3c3ccc(Br)cc3)C(=O)N2[C@@H]1c1ccc(Br)cc1 | 12%[11.7 µM]
CN1CC[C@@]2(CCCN(C(=O)c3cc(C(F)(F)F)cc(C(F)(F)F)c3)C2)C1 | 2%
COc1cccc(-c2nccc(NCc3cccnc3)n2)c1 | -17%
C=C(CC1([C@@H](NP(=O)(c2ccccc2)c2ccccc2)[C@H]2C[C@@H]2CCCC)CC1)c1cccc(OC)c1 | -14%
O=C1C[C@@H](O)[C@@H](O)[C@H]2[C@@H]3C(=O)N(C4CCCCC4)C(=O)[C@@H]3CC[C@H]12 | 0%&1%&15%[11.7 µM]
CN(C)c1ccc(-c2cc(N(C)Cc3ccco3)ncn2)cc1 | -1%
CCCn1c(-c2ccc(F)cc2)nc2c(NC3CCN(Cc4ccccc4)CC3)nc(C)nc21 | -20%
C[C@@](N)(C(=O)O)c1ccc(S(=O)(=O)O)cc1 | 6%[24.8 µM]
CCCNC(=O)OC[C@@H]1O[C@H](CCO/N=C(\C)CCN2CCCCc3nc(C)c(C)cc32)C=C[C@@H]1Oc1ccc(OC)cc1 | -14%[11.7 µM]
COc1ccc(C2/C=C\CN(S(=O)(=O)c3ccc(C)cc3)C(C)C(=O)N2Cc2ccc(F)cc2)cc1 (stereo not drawn) | -1%
C[C@](N)(C(=O)O)c1ccc(-c2nn[nH]n2)cc1 | -8%[24.8 µM]
CC1CC2(C)Oc3ccccc3C3OCC1(COC(=O)Nc1ccccc1)C(C)C32 (stereo not drawn) | -2%[24.8 µM]
CCN1CCCC1Cn1c(-c2ccccc2)nc2c(NC3CCCCC3)nc(C)nc21 (stereo not drawn) | -19%
CC/C=C\C/C=C\C/C=C\C/C=C\C/C=C\C/C=C\CCC(=O)NCC(=O)O | 3%
COC[C@@H](O)[C@@H](OC)[C@H](OC)[C@H](Cc1c(OC)cc(OC)cc1OC)OC | 3%
COc1ccc2[nH]cc(CCNc3ncncc3-c3cccc(C#N)c3)c2c1 | 30%[activator]

Ordered by molecular weight (high to low): some entries from above
SMILES | Menin-MLL TR inh
CCCNC(=O)OC[C@@H]1O[C@H](CCO/N=C(\C)CCN2CCCCc3nc(C)c(C)cc32)C=C[C@@H]1Oc1ccc(OC)cc1 | -14%[11.7 µM]
C=C(CC1([C@@H](NP(=O)(c2ccccc2)c2ccccc2)[C@H]2C[C@@H]2CCCC)CC1)c1cccc(OC)c1 | -14%
COc1ccc(C2/C=C\CN(S(=O)(=O)c3ccc(C)cc3)C(C)C(=O)N2Cc2ccc(F)cc2)cc1 (stereo not drawn) | -1%
CCNc1ncc2nc(-c3cn(C)c4ccccc34)c(=O)n(-c3ccccc3)c2n1 | -13%
CC/C=C\C/C=C\C/C=C\C/C=C\C/C=C\C/C=C\CCC(=O)NCC(=O)O | 3%
COc1ccc2[nH]cc(CCNc3ncncc3-c3cccc(C#N)c3)c2c1 | 30%[activator]
Cn1c(=O)c(-c2ccc(Cl)cc2)nc2cnc(Oc3ccccc3)nc21 | ?

Remaining list, next part
SMILES | Menin-MLL TR inh
O=P1(O)Oc2c(-c3ccccc3)cc3ccccc3c2-c2c(c(-c3ccccc3)cc3ccccc23)O1 | ?
c1ccc(CNc2cc(-c3cccnc3)ncn2)cc1 | -2%
COC(=O)c1ccc(C(NC(=O)c2ccccc2)[C@]2(C)C[C@H]2C2CCCCC2)cc1 (stereo partly drawn) | 12%
COC(=O)[C@@]1(Cc2ccc(F)cc2)[C@H]2c3cc(C(=O)N(C)C)n(Cc4ccc(C(F)(F)F)nc4)c3C[C@H]2CN1C(=O)c1ccccc1 | -2%
C=C(C(=O)C(C)(C)O)C(O)c1ccc([N+](=O)[O-])cc1 (stereo not drawn) | -4%
CC(C)[C@@H](OCc1ccccc1)[C@H](C)/C=N\O[C@@H](C)c1cn([C@H](CO)Cc2ccccc2)nn1 | -19%&2%[11.7 µM]
CN1C(=O)C[C@H](C(=O)O)[C@@H]1c1cccnc1 | -6%
CCN(CC)CCn1c(-c2ccccc2)nc2c(NCc3ccccc3)nc(C)nc21 | -10%
CC(=O)OC[C@@H]1O[C@@H](O/N=C2/C[C@@H](O)[C@@H](O)[C@@H]3[C@@H]4C(=O)N(C5CCCCC5)C(=O)[C@H]4CC[C@H]23)[C@H](OC(C)=O)[C@H](OC(C)=O)[C@@H]1OC(C)=O | 7%[11.7 µM]
O=c1cnc2cnc(Nc3ccccc3)nc2n1CCc1ccccc1 | -10%
Cc1ccccc1-c1ccc2ncnc(N3CCN(C)CC3)c2c1 | ?
CCN(CCCCO)c1nc(C)nc2c1c(C)c(C)n2-c1c(C)cc(C)cc1C | -18%
O=C1C[C@@H](c2ccc(O)c(O)c2)Oc2c1ccc(O[C@@H]1O[C@H](CO)[C@@H](O)[C@H](O)[C@H]1O)c2O | -3%
COc1ccc(CN2CCC(=O)c3ccccc3S2(=O)=O)cc1 | 5%
Cn1cc(-c2nc3cnc(N4CCNCC4)nc3n(C3CC3)c2=O)c2ccccc21 | 2%
CC(=O)NCCCC[C@H](NC(=O)OC(C)(C)C)C(=O)Nc1ccc2c(C(F)(F)F)cc(=O)oc2c1 | -2%
C[C@@H](O)C(N)C(=O)O (stereo partly drawn) | 5%
O=C1OC(C(O)CO)C(O)=C1O (stereo not drawn) | 2%
COC(=O)C/C=C\[C@@H](C)[C@@H](/C=N\O[C@@H]1O[C@H](COC(C)=O)[C@H](OC(C)=O)[C@H](OC(C)=O)[C@H]1OC(C)=O)OC | 4%[11.7 µM]
CO[C@H]1COC(=O)C/C=C\[C@H](C)[C@@H](OC)COC(=O)[C@H](Cc2ccccc2)NC(=O)C/C=C\[C@@H]1C | 0%[11.7 µM]

An excerpt from above in order of the Menin-MLL TR inh value, high to low.
| Compound | Menin-MLL TR inh |
| --- | --- |
| O=C1C[C@@H](c2ccc(O)c(O)c2)Oc2c1ccc(O[C@@H]1O[C@H](CO)[C@@H](O)[C@H](O)[C@H]1O)c2O | -3% |
| CN1C(=O)C[C@H](C(=O)O)[C@@H]1c1cccnc1 | -6% |
| CCN(CC)CCn1c(-c2ccccc2)nc2c(NCc3ccccc3)nc(C)nc21 | -10% |

Continuation:
SMILES | Menin-MLL TR inh
C[C@@]1(O)C(O)[C@@H](CO)O[C@H]1n1cnc2c(NC3CCCC3)nc(Cl)nc21 (stereo partly drawn) | 8%
O=C(c1csnn1)N1CCC2(CC1)CCN(c1ncccn1)CC2 | -27%
NC(N)=Nc1ccc(Cl)cc1 | -1%[24.8 µM]
CCn1ccnc1C[C@@H]1COc2ccccc2O1 | 4%[24.8 µM]
O=C(c1cnccn1)N1CCC2(CC1)CN(c1cccc(-c3ccccc3)c1)C2 | 0%
OC[C@H]1NC[C@@H](O)[C@@H](O)[C@H]1O | 1%[24.8 µM]
CCCn1c(-c2ccc(F)cc2)nc2c(NCCN(CC)CC)nc(C)nc21 | -22%
CCCCC[C@H](O)C/C=C1/C(=O)C=C[C@@H]1C/C=C\CCCC(=O)O | 0%
CC(=O)OC1CC2C(C)(C)C(=O)CC[C@]2(C)C2CC[C@]3(C)C(=CC(=O)OC3c3ccoc3)[C@]12C (stereo partly drawn) | -6%
Cc1noc(C)c1C(=O)N1CCC2(CCCN(Cc3ccc(C#N)cc3)C2)CC1 | 0%
C=CCCCCCCCCCCC/C=C/C(O)COC(C)=O (stereo not drawn) | -12%
Cc1noc(C)c1C(=O)N1CCC2(CC1)CN(c1cccc(-c3ccccc3)c1)C2 | -3%
O=C(c1cnccn1)N1CCC2(CC1)CN(C(c1ccccc1)c1ccccc1)C2 | -21%
Cc1nc(N2CCOCC2)c2nc(-c3ccccc3)n(CCN3CCCC3)c2n1 | -9%
CC(=O)NCCNc1nc(-c2ccccc2CN(C)C)nc2ccccc12 | -6%
O=C(c1cc(C(F)(F)F)cc(C(F)(F)F)c1)N1CCC2(CC1)CN(Cc1ccncc1)C2 | -5%
